# High-throughput results: PubChem BioAssay, several laboratories
# Large T inhibition: TAg ATPase/helicase activity blockers – biochemical (AID 1903) | SV40 large T antigen ATPase/helicase inhibition assay; higher % means a stronger effect | one-dose inhibition, % at 20 µM; IC50 in µM for titrated hits | hit rate 0.39% among 310,000; in the data active means a potency from the dose series; inconclusive means inhibition mostly from about 32% at the one dose, without a potency; inactive means the rest, 99 in 100 with inhibition below about 32%; further: strong numbers were not always called active
# NTR1 agonist: NTR1-driven beta-arrestin-GFP spot formation – imaging, U2OS cells, high content, primary screen (AID 493036); activation, % at 20 µM; P30989; agonist mode; hit rate 0.17% among 330,000;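 active means activation at or above 40% of the spot to cytoplasm intensity ratio, with at least 20 cells analyzed; inconclusive means wells under 20 cells, flagged as cytotoxic or low count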;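 further: 0% = DMSO without peptide and 100% = 100 nM NTR1 peptide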
# Target sequence (P30989 whole entry, looked up): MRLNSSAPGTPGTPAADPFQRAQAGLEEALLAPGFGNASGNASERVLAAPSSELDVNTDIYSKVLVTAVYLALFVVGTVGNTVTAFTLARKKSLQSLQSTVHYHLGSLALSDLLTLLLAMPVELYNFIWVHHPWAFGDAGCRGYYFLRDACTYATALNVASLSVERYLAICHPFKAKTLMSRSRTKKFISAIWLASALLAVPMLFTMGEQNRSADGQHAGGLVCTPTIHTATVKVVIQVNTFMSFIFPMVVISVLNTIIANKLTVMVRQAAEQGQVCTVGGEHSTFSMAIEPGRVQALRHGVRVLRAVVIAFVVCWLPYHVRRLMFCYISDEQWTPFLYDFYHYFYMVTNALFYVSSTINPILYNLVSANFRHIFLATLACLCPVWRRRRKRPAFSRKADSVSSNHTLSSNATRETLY
# MgcRacGAP inhibition: MgcRacGAP GTPase-activating activity inhibitors, confirmation, biochemical, ADP Hunter fluorescence; MgcRacGAP-stimulated Rac1 GTP hydrolysis, ADP Hunter fluorescence; higher % means a stronger effect; GST-tagged Rac1 F28L mutant substrate; hit rate 0.6% among 340,000; one-dose inhibition, % at 30 µM; IC50 in µM for titrated hits;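 active means first-screen hits whose inhibition reached a set limit at any dose in the follow-up dose series; inconclusive means inhibition above the set first-screen limit but never retested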;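 further: fluorescence reports GDP produced by GAP-driven GTP hydrolysis; strong numbers were not always called active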
# Dengue-2 NS5 capping: Dengue-2 NS5 methyltransferase inhibitors, primary screen, biochemical, confirmation dose response (AID 588689); Dengue-2 NS5 methyltransferase capping enzyme assay, biochemical; higher % means a stronger effect; one-dose inhibition, % at 25 µM; IC50 in µM for titrated hits; hit rate 0.3% among 340,000; in the data active means a potency from the dose series; inconclusive means inhibition above about 29% without an active follow-up result
# AID2073: disruptors of CaV2.2 binding to Mint1 – biochemical, HTRF (AID 2073). HTRF protein-protein interaction, Mint1-CaV2.2; higher % means a stronger effect. one-dose inhibition, % at 20 µM; IC50 in µM for titrated hits. hit rate 0.19% among 290,000; in the data active means inhibition mostly above about 51%, no sharp cut-off; inconclusive means no clear call, values can overlap the other calls; inactive means mostly below about 53%; further: some results filed as inactive read as strong as hits
# GPR55 antagonists: GPR55 antagonists blocking LPI-driven arrestin recruitment, primary screen, imaging, U2OS, beta-arrestin-GFP, LPI agonist (AID 2013) | U2OS GPR55 beta-arrestin-GFP translocation imaging, LPI antagonism; higher % means a stronger effect | inhibition, % at 10 µM; hits with a dose series show IC50 in µM | hit rate 0.13% among 290,000;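 active means spots per cell inhibited over 60%, with over 100 cells counted and total cytoplasm intensity under 500,000; inconclusive means wells with under 100 cells, flagged as likely toxic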;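 further: U2OS cells stably carrying GPR55 and arrestin-GFP stimulated by 5 µM LPI near EC80; imaged beta-arrestin-GFP aggregate spots per cell after agonist stimulation; plate controls were LPI-stimulated DMSO wells for no effect and DMSO wells without LPI for full effect; some results filed as inactive read as strong as hits; confirmed hits need IC50 under 10 µM and bright autofluorescent wells are also inconclusive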
# GPR35 arrestin U2OS: inhibition of zaprinast-stimulated GPR35 beta-arrestin translocation – imaging, U2OS, beta-arrestin-GFP, zaprinast agonist, primary screen (AID 2058); hit rate 0.052% among 290,000; U2OS GPR35 beta-arrestin-GFP translocation imaging, zaprinast antagonism; higher % means a stronger effect; inhibition, % at 10 µM, or IC50 in µM where a hit was titrated;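 active means inhibition of at least 50% with at least 30 cells and total cytoplasm GFP at most 10,000,000; inconclusive means under 30 cells or total GFP of 10,000,000 plus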
# Yfh1-off respiration: enhancers of respiration in Yfh1-depleted yeast, dose response, Friedreich's ataxia, plus single-dose screen (AID 1465). S. cerevisiae Yfh1-off respiration, WST-1 reduction, 72 h; higher fold induction means a stronger effect. fold induction at 50 µM, or EC50 in µM where a hit was titrated. hit rate 0.074% among 220,000;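 active means fold induction of absorbance versus untreated yeast above a set limit, then at least 30% activation at any dose in follow-up; inconclusive means repeats straddling the limit, or above it without dose testing; inactive means fold induction below the set limit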;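 further: activators that raise dye reduction in frataxin-depleted yeast; strong numbers were not always called active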
# GPR55 activation: GPR55 agonists via beta-arrestin recruitment, primary screen, imaging, U2OS cells, beta-arrestin-GFP redistribution (AID 1961). hit rate 0.048% among 290,000. activation, % at 10 µM, or EC50 in µM where a hit was titrated. U2OS GPR55 beta-arrestin-GFP redistribution imaging; higher % means a stronger effect;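 active means activation above 40% with more than 50 cells counted in the well; inconclusive means wells holding fewer than 50 cells, flagged as toxic or sparse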;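 further: U2OS osteosarcoma cells stably expressing GPR55 and beta-arrestin-GFP; plate controls were DMSO negative control for no effect and LPI positive control for full effect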
# NTR1 agonist cell count 20 µM: further read-out of NTR1 agonist, marked with its call; cell count; measured here: cell count, cytotoxicity flag
# Dengue-2 NS5 capping pilot replicate: further read-out of Dengue-2 NS5 capping, marked with its call; inhibition, %; measured here: pilot screen replicate inhibition
# Starred values were filed as active, the others as inactive; i = inactive; ? = inconclusive; . = not tested or not shown.
SMILES,Large T inhibition,NTR1 agonist,NTR1 agonist cell count 20 µM,MgcRacGAP inhibition,Dengue-2 NS5 capping,AID2073,GPR55 antagonists,GPR35 arrestin U2OS,Yfh1-off respiration,GPR55 activation,others
N=C1S/C(=C\c2ccc(-c3cccc(Cl)c3)o2)C(=O)N1c1nccs1,9%,.,.,-6%,14%,36%,2%,3%,i,-0.3%,
Cc1cnc(C(=O)OCC(=O)c2cc(C)n(C)c2C)cn1,8%,1.5,42,10%,-5%,-3%,0%,-11%,i,-0.3%,
CCOC(=O)CC1COCCN1C(=O)c1cc(COc2ccc(F)cc2Cl)on1 (stereo unspecified),-9%,0.3,59,4%,5%,7%,-8%,8%,.,0.4%,
Cc1ccc(C(c2nnnn2C(C)(C)C)N2CCN(C3CCCC3)CC2)cc1 (stereo unspecified),3%,-0.9,48,6%,5%,-2%,6%,4%,i,-0.1%,
CCN(CC)S(=O)(=O)c1ccc2nc(NC(=O)c3cccs3)sc2c1,11%,0.7,55,2%,-14%,17%,1%,-15%,i,-0.1%,
O=C(COC(=O)Cn1cnc2ccccc21)Nc1ccc2c(c1)C(=O)c1ccccc1C2=O,7%,8.7,58,4%,1%,25%,1%,-11%,i,-0.3%,
CCCCNc1nc2c(c(=O)[nH]c(=O)n2C)n1CCOc1ccccc1,11%,0.8,84,2%,-5%,-1%,-16%,-6%,i,-0.2%,
CO/N=C/C(=N\Nc1ccc(OC)cc1)C(=O)c1ccc(F)cc1,3%,1.9,39,7%,4%,-5%,-6%,-6%,i,-0.3%,
CC(C)CNC(=O)NC(=O)CSc1nc2ccccc2n1CC(C)C,6%,1.7,54,6%,-8%,-14%,9%,-3%,i,-0.2%,
Cc1ccccc1-c1nnnn1C1CCS(=O)(=O)C1 (stereo unspecified),4%,-1.5,70,9%,-1%,0%,2%,0%,i,0.2%,
CC(C)C[C@H](NC(=O)C1CC(=O)N(c2ccc(F)cc2)C1)C(=O)N1CCCCC1 (stereo partly specified),8%,-0.2,56,11%,0%,0%,0%,5%,.,-0.2%,
CCC(C)Sc1nnc(Cc2cc(=O)[nH]c(=O)[nH]2)n1-c1ccc(OC)cc1 (stereo unspecified),0%,3.7,55,0%,4%,-2%,2%,2%,i,-0.1%,
O=C(CCc1ccccc1)Nc1cc(C(F)(F)F)ccc1Cl,9%,1.9,80,-2%,-6%,-2%,10%,-6%,i,-0.1%,
O=C1OC(NCc2cccnc2)(c2ccc(Cl)cc2)c2ccccc21 (stereo unspecified),15%,0.5,65,7%,-2%,1%,4%,10%,i,0.0%,
COc1ccc(C(=O)NCC(=O)NCC(=O)OCC(=O)C(C)(C)C)cc1,2%,-0.6,47,4%,-1%,4%,-6%,7%,i,-0.2%,
CCOC(=O)c1c(S(=O)(=O)Nc2cccc(Cl)c2)c(C)n(C)c1C,10%,6.1,50,-11%,4%,36%,2%,34%,.,-0.2%,
c1ccc(SCc2nc(-c3cccnc3)no2)cc1,14%,0.3,44,10%,-3%,-2%,-12%,9%,i,-0.1%,
COc1ccc(S(=O)(=O)N=Nc2c(O)[nH]c3ccccc23)cc1,7%,-1.2,76,14%,-7%,-5%,3%,-2%,i,-0.4%,
NC1=NC[C@H](c2ccccc2)N1CCCCC1CCCCC1,15%,15,59,10%,-1%,3%,-4%,2%,i,-0.1%,
Cc1cc(=O)[nH]c(SCc2cn3ccccc3n2)n1,14%,-1.5,62,1%,-1%,2%,-2%,9%,i,0.0%,
COC(=O)CSc1nc(C)c2ccc(OC)cc2n1,7%,-0.7,39,17%,-3%,-28%,-7%,9%,i,0.1%,
CCN(CC)C(=O)COC(=O)c1cc(-c2ccco2)nc2ccccc12,16%,.,.,-7%,18%,13µM*,-12%,-14%,i,0.2%,
CC[C@@]12C(=O)N(c3cccc(C)c3)C(=O)N1[C@H](c1ccc(OC)cc1)[C@@H]1C(=O)N(C(C)(C)C)C(=O)[C@@H]12,6%,6.0,65,8%,3%,10%,-16%,0%,.,0.1%,
COc1ccc(-c2nn(-c3ccccc3)cc2/C=C2/SC(=S)N(CCC(=O)O)C2=O)c(C)c1,12%,1.4,55,13%,35%,20%,0.66µM*,-7%,.,0.3%,
O=C(Nc1ccc(C(=O)O)cc1)/C(=C\c1ccco1)NC(=O)c1ccccc1,8%,-0.5,40,6%,-2%,3%,4%,6%,i,0.0%,
CCC(C)(C)NC(=O)C(c1ccc(OC)cc1)N(C(=O)CCC(=O)Nc1cc(C)on1)c1ccc2c(c1)OCO2 (stereo unspecified),13%,2.0,59,-6%,-10%,11%,7%,2%,.,0.0%,
Cc1ccc(SCC(=O)NC2CCS(=O)(=O)C2)cc1 (stereo unspecified),9%,-0.2,84,6%,5%,-3%,-1%,1%,i,-0.1%,
CCS(=O)(=O)N1Cc2ccccc2CC1C(=O)N1CCN(c2cccc(C)c2C)CC1 (stereo unspecified),1%,3.7,70,4%,-2%,-2%,-11%,-8%,i,-0.1%,Dengue-2 NS5 capping pilot replicate=1.8
NC(=O)c1nsc(C(=O)N(Cc2ccccc2Cl)C(C(=O)NCC2CCCO2)c2ccc(O)cc2)c1N (stereo unspecified),.,-0.1,54,4%,-2%,11%,-7%,-11%,.,-0.1%,
COc1ccc(NC(=O)C(=O)N2N=C3CCCCC3C2(O)C(F)(F)F)cc1 (stereo unspecified),.,0.2,37,-2%,-4%,-8%,11%,9%,i,-0.1%,
O=c1c(/C=C(\O)c2ccc(F)cc2)nc2ccccc2n1-c1ccccc1,21%,-1.8,61,6%,?,4%,16%,9%,i,-0.1%,
O=C(NCCNC(=O)C(c1ccccc1)c1ccccc1)c1ccco1,2%,0.8,76,11%,-2%,2%,8%,23%,i,0.6%,
COc1ccc(-n2cc(CNC3CCN(C)CC3)c(-c3cccc(F)c3)n2)cc1,5%,5.0,58,-2%,3%,3%,-14%,18%,i,0.2%,
Cc1ccc(NC(=O)NCc2ccccn2)cc1,-1%,0.5,100,2%,7%,0%,2%,-4%,i,-0.1%,
NS(=O)(=O)c1ccc(CCNC(=O)c2ccccc2F)cc1,5%,0.4,84,11%,5%,-10%,-3%,-1%,i,-0.3%,Dengue-2 NS5 capping pilot replicate=-5.8
Cc1ccc(Cl)cc1NS(=O)(=O)c1ccc2c(c1)NC(=O)C(C)C(=O)N2 (stereo unspecified),15%,-1.7,58,-4%,-6%,-7%,-1%,-12%,.,-0.1%,
COc1ccc(-n2c(SCC(=O)NCC3CCCO3)nc3c([nH]c4ccccc43)c2=O)cc1OC (stereo unspecified),2%,0.6,65,9%,5%,-3%,12%,2%,.,-0.1%,
O=C(Nc1cccc(O)c1)C1CC(c2c(F)cccc2Cl)=NO1 (stereo unspecified),23%,1.6,73,-4%,-5%,5%,-16%,2%,.,-0.2%,
O=C(Nc1c2c(nn1-c1ccccc1)CSC2)c1ccc(N2C(=O)CCC2=O)cc1,11%,0.0,40,3%,7%,8%,13%,7%,i,-0.5%,
CC(C)(C)NC(=O)C(c1ccc(F)cc1)N(Cc1cccs1)C(=O)c1ccc(CN2CCOCC2)o1 (stereo unspecified),.,2.4,30,-16%,-4%,2%,14%,4%,i,-0.1%,
O=c1c(Cc2ccc(Cl)cc2Cl)c(O)ccn1Cc1ccncc1,-1%,1.6,34,2%,-4%,7%,-3%,1%,i,0.5%,
Cc1cc(=O)[nH]c2nnc(-c3ccc(Br)cc3)n12,9%,-0.1,88,10%,-1%,1%,11%,4%,.,0.0%,
COc1ccccc1CN1C[C@@H]2C[C@@H](c3ccccc3OC)N3CCC[C@@]23C1=O,11%,0.5,41,3%,-27%,-3%,-6%,-3%,i,0.0%,
O=C(CN1CCOCC1)Nc1scc2c1c(=O)oc1ccccc12,22%,2.8,60,.,.,-35%,-4%,-9%,i,-0.2%,
CCNc1nc(NC(C)(C)C)nc(SCC(N)=O)n1,1%,-1.1,88,2%,-7%,0%,2%,1%,i,-0.2%,
Cc1ccc(Nc2cc(=O)[nH]c(=O)[nH]2)cc1Cl,6%,-0.4,40,8%,3%,5%,6%,-7%,i,0.9%,
COc1cccc(N(C(=O)Cn2nnc(-c3ccc(C)o3)n2)C(C(=O)NC2CCCC2)c2ccncc2)c1 (stereo unspecified),8%,-0.4,37,7%,-9%,8%,4%,-9%,.,1.0%,
Cc1ccccc1-n1c(SCc2cc(=O)n3ccccc3n2)nc2[nH]ncc2c1=O,6%,0.3,35,14%,-6%,5%,6%,-12%,i,0.0%,
CCCCN(c1ccccc1)S(=O)(=O)c1cccc(C(=O)O)c1,2%,1.2,56,12%,-1%,13%,-7%,2%,i,0.2%,
CC(=O)c1ccc(S(=O)(=O)N2CCC(NC(=O)c3ccccc3)CC2)cc1,6%,-0.3,58,-3%,-2%,12%,-13%,10%,.,0.3%,

# Continuation.
SMILES,Large T inhibition,NTR1 agonist,NTR1 agonist cell count 20 µM,MgcRacGAP inhibition,Dengue-2 NS5 capping,AID2073,GPR55 antagonists,GPR35 arrestin U2OS,Yfh1-off respiration,GPR55 activation,others
Cc1ccc(C(=O)NNC(=O)CSc2nnc(-c3ccncc3)n2-c2ccc(C)cc2)cc1,-2%,1.1,89,2%,-2%,-16%,4%,4%,i,-0.2%,
CCC(C)(C)NC(=O)C(c1cccc(OC)c1OC)N(CC(C)C)C(=O)CCC(=O)Nc1cc(C)on1 (stereo unspecified),3%,0.8,44,6%,.,-14%,10%,5%,i,0.1%,
COc1ccc(CCNC(=O)CSc2nnc3ccc(-c4cccnc4)nn23)cc1,1%,-0.2,45,8%,3%,2%,3%,-14%,i,0.1%,
Cc1ccc(C(=O)Cn2nnc3ccccc32)cc1C,-3%,-0.6,46,1%,-3%,16%,0%,14%,i,-0.1%,
O=C(Cn1nc(-c2ccc(Cl)cc2)ccc1=O)NCC1CCCO1 (stereo unspecified),5%,4.2,62,4%,-1%,-5%,5%,7%,i,0.3%,
